M5 antag = blocks acetylcholine activation of human M5 receptor; CHO-hM5 cells, Fluo-8 calcium fluorescence, ACh EC80; inhibition, % at 3 µM; 360,000 compounds, 0.59% hits; AID 624040;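 active = inhibition above a per-plate cutoff, the mean of that plate's test compounds plus 3 SD, cut at about 27% in these data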;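 note: 0% = acetylcholine EC80 with DMSO and 100% = DMSO without agonist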
Target sequence (P08912 whole entry, looked up): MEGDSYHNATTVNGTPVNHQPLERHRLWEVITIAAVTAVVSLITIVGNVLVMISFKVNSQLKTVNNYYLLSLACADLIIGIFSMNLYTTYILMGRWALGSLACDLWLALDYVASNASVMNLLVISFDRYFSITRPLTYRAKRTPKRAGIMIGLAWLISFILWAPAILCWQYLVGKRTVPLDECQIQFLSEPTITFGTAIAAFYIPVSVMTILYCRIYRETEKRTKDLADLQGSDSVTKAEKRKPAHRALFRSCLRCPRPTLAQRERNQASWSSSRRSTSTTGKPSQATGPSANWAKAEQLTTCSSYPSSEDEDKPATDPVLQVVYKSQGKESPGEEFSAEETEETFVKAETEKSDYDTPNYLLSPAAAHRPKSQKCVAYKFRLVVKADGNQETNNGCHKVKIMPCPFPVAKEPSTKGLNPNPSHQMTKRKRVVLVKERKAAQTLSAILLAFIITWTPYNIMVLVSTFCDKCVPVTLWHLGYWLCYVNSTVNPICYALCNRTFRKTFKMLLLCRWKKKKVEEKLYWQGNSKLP
M5 PAM = potentiates acetylcholine response at human M5 receptor; CHO-K1 hM5, Fluo-8 calcium, ACh EC20 PAM; 0% = ACh EC20, 100% = ACh EC100; activation, % at 3 µM; 360,000 compounds, 0.3% hits; AID 624038;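 active = activation above the run cutoff, the mean activation of all test compounds plus 3 SD, cut at about 18% in these data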
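Assay system – human M5 receptor in CHO-K1 cells · Read-out – % activation, ACh-normalized · Technique – Fluo-8 calcium fluorescence · Dosing – single-point, 3 µM nominal · Incubation – Fluo-8 loading 80 min at 37 °C plus 30 min room temperature · Repeats – singlicate, one well per test compound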
M1 PAM = human CHRM1 positive allosteric modulation | P11229 | CHO-K1 hM1, Fluo-8 calcium fluorescence, ACh EC20; 0% = ACh EC20, 100% = maximal ACh | activation, % at 3 µM | 360,000 compounds, 0.088% hits; in the data active = activation above about 19%, passing the limit was not always enough
CRFBP-R2 agonist = agonists of human CRF-binding protein/CRF-R2 receptor complex. HEK293 CRF-R2/CRF-BP, calcium dye fluorescence (FLIPR); percent of saturating CRF peptide response. activation, % at 13.2 µM. 350,000 compounds, 0.46% hits. AID 588473;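 active = activation of at least 50%, plus an integration ratio under a set limit after plate pattern correction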;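 note: plate controls were neutral control wells without compound for no effect and CRF at EC100 for full effect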
M4 PAM = positive allosteric modulators of human muscarinic M4 receptor. P08173. CHO-K1 hM4/Gqi5, Fluo-8 calcium fluorescence, ACh EC20; 0% = ACh EC20, 100% = maximal ACh. activation, % at 3 µM. 360,000 compounds, 0.4% hits;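 active = activation above its plate's cutoff, the mean activation of sample wells plus 3 SD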; note: some results filed as inactive read as strong as hits
Target sequence (P08173 whole entry, looked up): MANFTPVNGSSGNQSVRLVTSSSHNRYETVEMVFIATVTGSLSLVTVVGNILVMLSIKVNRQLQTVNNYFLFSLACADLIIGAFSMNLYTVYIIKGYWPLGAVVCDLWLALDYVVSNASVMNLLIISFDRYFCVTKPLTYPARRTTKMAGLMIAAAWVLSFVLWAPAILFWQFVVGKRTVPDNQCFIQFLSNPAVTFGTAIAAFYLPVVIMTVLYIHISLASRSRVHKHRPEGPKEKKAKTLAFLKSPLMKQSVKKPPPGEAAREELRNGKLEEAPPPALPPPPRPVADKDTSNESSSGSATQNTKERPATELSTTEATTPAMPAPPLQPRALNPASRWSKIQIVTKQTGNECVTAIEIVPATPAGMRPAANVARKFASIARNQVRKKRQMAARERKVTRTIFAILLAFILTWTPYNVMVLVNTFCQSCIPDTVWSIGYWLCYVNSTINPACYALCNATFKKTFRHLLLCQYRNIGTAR
M5 ag = CHRM5 agonism in calcium assay; P08912; CHO-K1 hM5 cells, Fluo-8 calcium fluorescence; 0% DMSO wells, 100% maximal acetylcholine response; activation, % at 3 µM; 360,000 compounds, 0.19% hits;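 active = activation above the run's mean over test compounds plus 3 SD, cut at about 23% in these data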;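 note: signal is peak over basal fluorescence ratio across the kinetic read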
M4 ag = CHRM4 agonism in calcium assay | 360,000 compounds, 0.14% hits | CHO-K1 hM4/Gqi5, Fluo-8 calcium fluorescence; vehicle 0%, full acetylcholine response 100% | AID 624127 | P08173 | activation, % at 3 µM;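 active = activation above the run mean over all test wells plus 3 SD, cut at about 32% in these data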;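 note: peak over basal fluorescence ratio per well then scaled between controls; 0% = DMSO wells and 100% = acetylcholine at EC100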
CHRM4 antagonist = antagonists of human muscarinic M4 receptor (CHRM4); inhibition, % at 3 µM; CHO-hM4 cells, ACh EC80, Fluo-8 calcium fluorescence; P08173; 360,000 compounds, 0.73% hits;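 active = inhibition above its plate's cutoff, the mean inhibition of sample wells plus 3 SD, cut at about 27% in these data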;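 note: 0% = acetylcholine EC80 with DMSO and 100% = DMSO without agonist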
CHRM1 antagonist = human CHRM1 antagonism; P11229; inhibition, % at 3 µM; 360,000 compounds, 1.3% hits; CHO-K1 hM1, Fluo-8 calcium fluorescence, ACh EC80 antagonist;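 active = percent inhibition above its own plate's cutoff, namely the mean of that plate's compound wells plus 3 SD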;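 note: peak over basal fluorescence ratio during 140 s after agonist addition; 0% = ACh EC80 plus DMSO and 100% = DMSO alone without agonist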
An asterisk follows results filed as active; x = no result given.

SMILES	M5 antag	M5 PAM	M1 PAM	CRFBP-R2 agonist	M4 PAM	M5 ag	M4 ag	CHRM4 antagonist	CHRM1 antagonist
COc1ccc([N+](=O)[O-])cc1N(CC(=O)N(C)C)S(C)(=O)=O	6	-5	1	-0.8	-4	2	7	12	-1
COc1cccc(/C=C2/NC(=O)NC2=O)c1OCC(=O)Nc1ccccc1	2	-10	0	-2.1	-3	0	4	-9	2
COc1ccc(CN(C)C(=S)Nc2ccc(OC(F)F)cc2)cc1	-11	4	7	-1.2	-2	0	3	-9	-9
CC(C)NC(=S)Nc1ccc2[nH]c(=O)[nH]c2c1	8	1	-3	1.5	3	-5	0	3	8
O=C(NC1CCN(C(=S)Nc2ccc(Cl)cc2)CC1)c1ccco1	7	1	15	0.2	5	-2	1	-15	-12
COc1cc(Nc2cccc(-c3ccccc3)n2)cc(OC)c1OC	4	-2	0	x	8	-2	1	-12	-9
C/C(=N/NC(=O)CN1CCN(S(=O)(=O)c2ccc(Br)cc2)CC1)c1ccco1	0	-4	2	-0.3	1	-2	4	4	10
CC(C)NC(=O)NC(=O)COC(=O)/C=C/c1ccc2c(c1)OCO2	1	2	1	1.2	13	-1	0	13	-23
O=C(CN(C(=O)c1csnn1)c1cccc(Cl)c1)NCCc1ccccc1	-2	11	14	-0.2	-1	0	2	-1	-17
Cc1ccccc1N=Cc1ccc[nH]1	16	-3	0	0.3	0	-1	0	2	0
COc1ccccc1NC(=S)Nc1ccccc1F	-4	8	10	0.1	4	-2	1	4	-13
O=C(Nc1ccc(NC(=O)c2cccs2)cc1)c1ccc2c(c1)OCCO2	2	1	11	2.0	0	6	2	0	-19
CCOc1cccc(/C(O)=C2/C(=O)C(=O)N(CCOC)C2c2ccc(C)o2)c1 (centres undefined)	-2	-2	9	-1.8	10	-5	0	-6	-10
COc1ccc(-c2c(C)oc3c(CN4CCN(CCO)CC4)c(O)ccc3c2=O)cc1OC	3	1	6	-2.0	-2	0	0	7	6
CCc1ccc2cccc3c2c1N=CN3C	3	-1	3	-1.7	-3	-1	4	3	-3
Cc1ccccc1NC(=O)c1c(-c2ccccc2)noc1C	0	1	5	-0.6	4	-3	-1	-1	-4
COc1ccc(C(=O)N2CCN=C2SC)cc1OC	-11	9	5	-1.3	3	2	0	-6	-19
COc1ccc(/C=N/N2CCN(c3ccc(Cl)cc3)CC2)cc1	17	-2	0	1.5	-5	-3	1	9	2
Cc1cccc(OCC(=O)Nc2ccc(N3CCN(C(=O)c4ccco4)CC3)cc2)c1	27*	-26	-18	-1.7	-10	10	28	12	14
c1ccc(CNc2nc3ccccc3n3cnnc23)nc1	2	4	13	2.1	6	1	1	-6	-18
COc1cccc(-c2cnc(C(O)c3ccc(Cl)cc3C)[nH]2)c1 (centres undefined)	5	-2	12	x	5	4	9	-14	-14
CCOc1ccc(/C=C(/NC(=O)c2ccc(Cl)cc2)C(=O)O)cc1OCC	-1	11	7	2.1	-1	-4	0	-1	-13
CC1(CCc2ccccc2)NC(=O)N(CC(=O)Nc2ccc3c(c2)OCCO3)C1=O (centres undefined)	-1	-3	6	-1.6	-7	-1	4	-4	-5
CCOc1cc(C)nc(N2CCCC(C(=O)NCc3ccccc3F)C2)n1 (centres undefined)	1	0	1	-0.1	-2	-4	4	-11	-14

Part of the list above, as a markdown table:
| molecule | M5 antag | M5 PAM | M1 PAM | CRFBP-R2 agonist | M4 PAM | M5 ag | M4 ag | CHRM4 antagonist | CHRM1 antagonist |
| --- | --- | --- | --- | --- | --- | --- | --- | --- | --- |
| COc1ccc(-c2c(C)oc3c(CN4CCN(CCO)CC4)c(O)ccc3c2=O)cc1OC | 3 | 1 | 6 | -2.0 | -2 | 0 | 0 | 7 | 6 |
| CCc1ccc2cccc3c2c1N=CN3C | 3 | -1 | 3 | -1.7 | -3 | -1 | 4 | 3 | -3 |

Continuation.
SMILES	M5 antag	M5 PAM	M1 PAM	CRFBP-R2 agonist	M4 PAM	M5 ag	M4 ag	CHRM4 antagonist	CHRM1 antagonist
COc1cc2nc(-c3cccs3)oc(=O)c2cc1OC	6	-5	10	-0.7	-6	0	0	7	-21
COc1ccc(C(CNC(=O)Cn2[nH]c(=O)c3ccccc3c2=O)N2CCCC2)cc1 (centres undefined)	2	-3	10	-0.5	1	0	1	-4	-17
COc1ccccc1C(=O)NCCC(=O)NCC(c1ccco1)N1CCCCC1 (centres undefined)	3	1	1	-0.4	0	-1	0	2	-5
Cc1ccc(OCC(=O)NC(=S)Nc2cccc(NC(=O)c3ccccc3)c2)cc1	5	-3	-2	-0.1	10	-1	0	-5	8
CCOc1ccc(S(=O)(=O)NCCC(=O)NCCc2ccc(C(C)C)cc2)cc1	4	-10	4	0.8	-1	0	8	-11	-14
CCOc1ccc(Cl)cc1/C=N/NC(=O)CNC(=O)c1ccccc1	7	-11	-5	-0.7	-4	-3	1	9	11
Cn1c(CN2CCCC2)nc2cc(NC(=O)COc3ccc([N+](=O)[O-])cc3)ccc21	-7	5	10	0.3	0	-2	1	-11	-5
Nc1ccc2cc3ccccc3cc2c1	4	0	4	7.3	9	0	4	-7	-5
CC1CCCCN1S(=O)(=O)c1ccc(NC(=O)c2ccco2)cc1 (centres undefined)	1	1	-3	-2.0	11	-2	4	-5	0
CNC(=O)c1ccsc1NC(=O)CCS(=O)(=O)c1ccccc1	6	2	-2	-2.9	2	0	4	-3	10
CN1CCN(C(=O)c2cc(=O)c3cc(Cl)ccc3o2)CC1	3	0	4	0.4	2	-3	0	-1	-11
CCOC(=O)C(C)(C)N(Cc1cccc(C)c1)S(=O)(=O)c1ccc(Cl)c([N+](=O)[O-])c1	4	-8	-9	0.5	-13	-8	-1	-4	-2
O=c1c2ccccc2nc(/C=C/c2ccc(O)cc2)n1CCc1ccccc1	10	-12	-5	0.9	-4	-3	3	18	15
CNC(=O)CSc1nnc(C(C)C)n1C	-2	-4	5	0.8	-4	-3	1	6	2
Cc1ccc2nc(SCC(=O)NCc3ccco3)c(C)cc2c1	-8	8	-5	-1.1	2	-8	-2	-8	10
O=C(Cc1ccccc1)N1CCN(C(=O)c2cccs2)CC1	3	-2	10	-0.2	-2	-2	2	3	-20
c1ccc(-c2nc3nc4ccccc4nc3n2Cc2ccco2)cc1	12	-8	5	-1.6	-6	-7	4	4	-18
CCCc1nc2cc(CC(=O)OC)ccc2o1	7	-2	6	-2.9	-4	-1	0	-7	-8
O=C(COC(=O)/C=C/c1cccc(C(F)(F)F)c1)NC(=O)NCc1ccccc1	3	4	10	0.5	9	3	1	5	-10
O=C(COC(=O)c1nc(Cl)ccc1Cl)NCc1ccc(Cl)cc1	4	5	5	-0.8	-6	-2	0	0	-11
O=C(Cn1ccc2ccccc2c1=O)NCCC(=O)N1CCN(c2cccc(Cl)c2)CC1	5	-11	4	1.3	-3	0	10	-11	-2
Cc1cc(C)n2nc(C(=O)NCc3ccco3)cc2n1	5	-1	5	-0.7	1	0	0	-9	-8
Cc1ccc(C)c(S(=O)(=O)N2CCN(C(=O)CSC(=S)N3CCCC3)CC2)c1	4	-10	1	-1.6	-6	-2	7	-10	-4
Cc1nnc(NN2CCOCC2)[nH]c1=O	5	-3	2	-2.1	-3	-4	2	-1	11
COCCNC(=O)C1CC2Cn3c(nc4cc(Cl)c(Cl)cc43)C2N1C (centres undefined)	-9	-2	3	-0.8	6	3	2	2	2
O=c1ccn(Cc2ccccc2)c(=O)n1Cc1ccccc1	-2	-3	-4	-1.3	0	-4	0	4	-2
CC(=O)NC(c1ccc(C)cc1)c1cc(Cl)c2cccnc2c1O (centres undefined)	12	-3	4	0.9	2	9	1	6	-3
CC(=O)Nc1ccc(NC(=O)COC(=O)c2ccc(S(=O)(=O)NCc3ccco3)cc2)cc1	7	5	2	1.6	-1	4	1	-6	-13
CCOc1cc(C)ccc1OCc1nnc(SCC(=O)c2cccc([N+](=O)[O-])c2)n1C	3	-3	-17	-0.9	-7	-5	5	6	20
Cc1ccc(NC(=O)COC(=O)c2ccc(Cl)nc2)cc1S(=O)(=O)N1CCCCC1	10	2	7	-0.9	1	2	11	11	5
CCCCNC(=O)O[C@H]1C[C@@H]2CCN3C(=O)CCC(C)(C)[C@H](C1)[C@H]23	10	7	12	0.0	5	1	2	-2	-10
COc1ccc(CN2CCn3ncc(C(=O)Nc4cc(C)cc(C)c4)c3C2=O)cc1	9	-8	-6	-0.8	-1	-3	6	15	-1
C/C=C(\C)CN1CCC(n2nccc2NC(=O)CCc2ccccc2)CC1	7	-4	5	0.5	1	-4	1	2	-9
NC(=O)C1(N2CCCCC2)CCN(C(=O)c2ccc(-n3cnnn3)cc2)CC1	-6	9	-2	-2.3	-1	-2	1	4	-17
CC(C)c1ccccc1N=C1SCCCN1C(=O)c1cccc(N2C(=O)CCC2=O)c1	-1	0	7	-0.1	3	-6	1	-10	-6
CC(=O)c1ccc(OCc2cc(C(=O)N3CCN4CCCC4C3)no2)cc1 (centres undefined)	14	-5	1	1.6	-2	-4	2	-1	0

Gathered by group, the entries above containing a furan ring, fused or not.
SMILES	M5 antag	M5 PAM	M1 PAM	CRFBP-R2 agonist	M4 PAM	M5 ag	M4 ag	CHRM4 antagonist	CHRM1 antagonist
O=C(NC1CCN(C(=S)Nc2ccc(Cl)cc2)CC1)c1ccco1	7	1	15	0.2	5	-2	1	-15	-12
C/C(=N/NC(=O)CN1CCN(S(=O)(=O)c2ccc(Br)cc2)CC1)c1ccco1	0	-4	2	-0.3	1	-2	4	4	10
CCOc1cccc(/C(O)=C2/C(=O)C(=O)N(CCOC)C2c2ccc(C)o2)c1 (centres undefined)	-2	-2	9	-1.8	10	-5	0	-6	-10
Cc1cccc(OCC(=O)Nc2ccc(N3CCN(C(=O)c4ccco4)CC3)cc2)c1	27*	-26	-18	-1.7	-10	10	28	12	14
COc1ccccc1C(=O)NCCC(=O)NCC(c1ccco1)N1CCCCC1 (centres undefined)	3	1	1	-0.4	0	-1	0	2	-5
CC1CCCCN1S(=O)(=O)c1ccc(NC(=O)c2ccco2)cc1 (centres undefined)	1	1	-3	-2.0	11	-2	4	-5	0
Cc1ccc2nc(SCC(=O)NCc3ccco3)c(C)cc2c1	-8	8	-5	-1.1	2	-8	-2	-8	10
c1ccc(-c2nc3nc4ccccc4nc3n2Cc2ccco2)cc1	12	-8	5	-1.6	-6	-7	4	4	-18
Cc1cc(C)n2nc(C(=O)NCc3ccco3)cc2n1	5	-1	5	-0.7	1	0	0	-9	-8
CC(=O)Nc1ccc(NC(=O)COC(=O)c2ccc(S(=O)(=O)NCc3ccco3)cc2)cc1	7	5	2	1.6	-1	4	1	-6	-13

Screens from PubChem BioAssay.
